SKKanGAS inh = SKKanGAS growth inhibition; S. pyogenes SKKanGAS, kanamycin growth, BacTiter-Glo, 6 h; inhibition, % at 7.5 µM; 1.3% of 300,000 active; AID 1662;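 active = mean replicate score, as percent of positive control median, at least 50; inconclusive = mean below 50 but one replicate at or above 50; inactive = mean and every replicate below 50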;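 also: strain carries kanamycin resistance gene driven by streptokinase promoter and grows in 40 µg/ml kanamycin; loss of luminescence reflects streptokinase promoter inhibition or plain growth inhibition; 0% = median of DMSO wells and 100% = positive control at its reference dose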
KCNQ1 pot = potentiates or activates the human KCNQ1 potassium channel; P51787; CHO-K1 KCNQ1, thallium flux FluxOR fluorescence; active compounds read high; B-score at 10 µM; 0.35% of 310,000 active;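 active = fluorescence ratio B-score, a plate-corrected score, at least three library SD, with initial intensity B-score within 5 SD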
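System: Stable KCNQ1 CHO-K1 line | Incubation: 90 min dye loading and 20 min compound exposure, both at room temperature | Measure: Ratio B score | Medium: Assay buffer for compound exposure, DMSO matched across wells | Compound dosing: Single-concentration screen | Probe or stimulus: K+/Tl+ depolarizing stimulus | Measured by: Kinetic FluxOR fluorescence, 10 s baseline plus 110 s post-stimulus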
hERG protect = hERG (human) protection from proarrhythmic block | Q12809 | 0.51% of 310,000 active | AID 1511 | activation (rescue from dofetilide block), less the hit threshold, % at 10 µM | CHO-hERG, FluxOR thallium flux, dofetilide IC70 present;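 active = activation above the mean of controls blocked by dofetilide plus 5 SD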;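 also: thallium influx through hERG after potassium depolarization seen as dye fluorescence rise; in these data hits start at about 4.7%; inactives centre near -7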
ANO1 block = mouse TMEM16A channel inhibition, primary screen; Q8BHY3; HEK293 TMEM16A/YFP iodide influx fluorescence, ionomycin; normalized B-score (activity score, 25-100; higher = stronger inhibition) at 10 µM; 1.2% of 310,000 active; AID 588511;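 active = ratio plate-corrected score three or more library SD toward inhibition, starting fluorescence score within five deviations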;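 also: score derived from kinetic fluorescence span divided by baseline fluorescence per well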
Target sequence (Q8BHY3 whole entry, looked up): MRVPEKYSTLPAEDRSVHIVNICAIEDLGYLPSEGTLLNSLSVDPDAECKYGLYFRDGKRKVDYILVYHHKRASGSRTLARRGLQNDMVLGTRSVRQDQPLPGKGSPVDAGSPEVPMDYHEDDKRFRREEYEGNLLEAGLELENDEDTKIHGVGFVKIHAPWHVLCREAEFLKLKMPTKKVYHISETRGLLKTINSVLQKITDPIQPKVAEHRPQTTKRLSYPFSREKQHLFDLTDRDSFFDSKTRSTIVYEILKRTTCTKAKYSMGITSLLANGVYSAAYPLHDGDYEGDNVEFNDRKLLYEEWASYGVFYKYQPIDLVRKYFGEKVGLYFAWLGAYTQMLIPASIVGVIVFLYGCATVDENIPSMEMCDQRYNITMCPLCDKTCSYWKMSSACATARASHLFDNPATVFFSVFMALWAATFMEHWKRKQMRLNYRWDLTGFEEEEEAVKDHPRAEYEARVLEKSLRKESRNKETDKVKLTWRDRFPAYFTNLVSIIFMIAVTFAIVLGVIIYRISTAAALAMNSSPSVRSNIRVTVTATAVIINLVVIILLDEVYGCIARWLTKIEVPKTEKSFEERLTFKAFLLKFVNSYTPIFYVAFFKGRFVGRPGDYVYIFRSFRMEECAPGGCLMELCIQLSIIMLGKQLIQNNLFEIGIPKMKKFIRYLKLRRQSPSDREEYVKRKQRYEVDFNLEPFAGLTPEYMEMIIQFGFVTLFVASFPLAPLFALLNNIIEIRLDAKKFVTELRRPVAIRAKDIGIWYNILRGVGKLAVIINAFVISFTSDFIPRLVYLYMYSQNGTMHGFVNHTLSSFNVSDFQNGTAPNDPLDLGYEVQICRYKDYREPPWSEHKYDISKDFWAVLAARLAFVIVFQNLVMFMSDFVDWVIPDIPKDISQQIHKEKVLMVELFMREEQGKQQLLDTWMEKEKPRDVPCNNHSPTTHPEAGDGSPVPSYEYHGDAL
KCNK3 block = human KCNK3 channel inhibition, primary screen; B-score at 10 µM; AID 602410; CHO-KCNK3 thallium flux, FluxOR fluorescence; active compounds read low; O14649; 0.84% of 340,000 active;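 active = B-score under library mean minus 4 SD, starting fluorescence ratio at most library mean plus 5 SD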;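 also: more negative B-score means stronger inhibition of thallium flux through KCNK3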
HDAC3 inh = inhibitors of human histone deacetylase 3 | O15379 | recombinant HDAC3, fluorogenic peptide/trypsin coupled, fluorescence | inhibition, % at 8.3 µM | 0.15% of 320,000 active; in the data active = inhibition above about 26%, passing the limit was not always enough; inconclusive = no clear call, values can overlap the other calls
TMEM16A act = activates or potentiates the mouse TMEM16A chloride channel; Q8BHY3; HEK293 TMEM16A/YFP-H148Q/I152L, iodide quench fluorescence; active compounds read low; B-score at 10 µM; 0.3% of 340,000 active;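 active = fluorescence-ratio B-score plate-corrected deviation score at least 3 library SD below zero, with starting fluorescence score within 5 deviations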;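 also: channel opened by trigger with iodide after compound preincubation; score built on the fluorescence ratio of max minus min over baseline; more negative score means more quench and so TMEM16A activation or potentiation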
KCNQ1 inh = blocks the human KCNQ1 potassium channel; P51787; CHO-K1 KCNQ1, FluxOR thallium flux fluorescence; active compounds read high; B-score at 10 µM; 1.3% of 310,000 active;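 active = compounds whose thallium flux B-score, printed positive for inhibition, exceeds three library SD while starting fluorescence stays within three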;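 also: channel opened by potassium depolarization with thallium stimulus after 20 min compound exposure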
RGS4 block = human RGS4 inhibition; HEK293 M3R/RGS4 inducible, Fluo-4 calcium flux; active compounds read high; triggered by carbachol at its EC20; AID 463165; B-score at 10 µM; 0.45% of 310,000 active; P49798;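 active = B-score, a plate-corrected calcium signal, over three deviations above library mean, with baseline fluorescence within five deviations of library mean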;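 also: RGS4 expression induced by doxycycline in cells with stable M3 receptor; B-score is computed from the integrated fluorescence ratio over baseline after carbachol; higher B-score means a larger calcium signal and so more RGS4 inhibition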
RGS4 act = RGS4 potentiation or activation; HEK293 M3R/inducible RGS4, carbachol calcium flux Fluo4; active compounds read low; B-score at 10 µM; 0.92% of 310,000 active; AID 463111;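 active = B-score of the integrated calcium signal more than 4 SD below the library mean, with starting fluorescence not abnormally high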;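 also: negative B-score means reduced calcium response which marks RGS4 activation or potentiation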
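Assay system: Inducible-RGS4 HEK293 cells carrying M3 receptor | Schedule: Compound preincubation 20 min at room temperature before agonist | Signal: Kinetic calcium fluorescence imaging with Fluo4-AM dye, 2 µM | Read-out basis: B score from integrated fluorescence ratio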
KCNK9 block = inhibitors of human KCNK9 two-pore domain potassium channel; B-score at 10 µM; 1.2% of 310,000 active; AID 488922; HEK293 KCNK9, FluxOR thallium flux fluorescence; active compounds read low;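 active = ratio B-score over 3 SD below the library mean, with starting fluorescence within 5 SD of its mean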;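 also: negative B-score means less thallium flux so channel inhibition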
* hit, by the source's call; i = inactive; ? = inconclusive; / = not tested or not shown. An unsorted share of the library; any-hit rate near 6.3%.

1. Cn1cnnc1SCC(=O)Nc1cc(C(F)(F)F)ccc1N1CCOCC1
2. COCCCn1c(C2CCCCC2)nc2oc3cc(OC)ccc3c(=O)c2c1=O
3. CCCCc1nc2cc(C(=O)N3CCC[C@H]3CO)ccc2o1
4. COc1cccc(C2C(C(N)=O)=C(C)Nc3nc(-c4cccc(Cl)c4)nn32)c1 (stereo not given)
5. Cc1ccc(NC(C)c2cc(Cl)ccc2O)cc1 (stereo not given)
6. CCOC(=O)/C(C#N)=C/c1c[nH]c2ccccc12
7. O=C(Nc1ccc(C2=NCCN2)cc1)c1ccc(Cl)c(C(=O)Nc2ccc(C3=NCCN3)cc2)c1
8. O=C(Nc1ccc(NC(=O)C2CCCCC2)cn1)c1ccco1
9. Cc1ccc(Cn2ccc(NC(=O)c3noc4c3CCCC4)n2)cc1
10. NC(=O)c1nsc(C(=O)N(CCc2ccccc2)C(C(=O)NC2CCCC2)c2ccco2)c1N (stereo not given)
Screen / compound no. | 1 | 2 | 3 | 4 | 5 | 6 | 7 | 8 | 9 | 10
SKKanGAS inh | 1 | 1 | 2 | -2 | -4 | -5 | -1 | -2 | 1 | -5
KCNQ1 pot | i | i | i | i | i | i | i | i | i | i
hERG protect | -4 | -10 | -6 | -15 | -13 | -3 | -3 | -2 | -10 | 2
ANO1 block | i | i | i | i | i | i | i | i | i | i
KCNK3 block | i | i | i | i | i | i | / | i | i | i
HDAC3 inh | ? | ? | 8 | -1 | 1 | -7 | 19 | 3 | 4 | 1
TMEM16A act | i | i | i | i | i | i | / | / | i | i
KCNQ1 inh | i | i | i | i | i | i | i | i | i | i
RGS4 block | i | i | i | i | i | i | i | i | i | i
RGS4 act | i | i | i | i | i | i | i | i | i | i
KCNK9 block | i | i | i | i | i | i | i | i | i | i

Taken from above:
Cn1cnnc1SCC(=O)Nc1cc(C(F)(F)F)ccc1N1CCOCC1 – SKKanGAS inh: 1
CCOC(=O)/C(C#N)=C/c1c[nH]c2ccccc12 – SKKanGAS inh: -5
NC(=O)c1nsc(C(=O)N(CCc2ccccc2)C(C(=O)NC2CCCC2)c2ccco2)c1N (stereo not given) – hERG protect: 2

Returning to the listing; the four compounds before the break are reprinted first.
7. O=C(Nc1ccc(C2=NCCN2)cc1)c1ccc(Cl)c(C(=O)Nc2ccc(C3=NCCN3)cc2)c1
8. O=C(Nc1ccc(NC(=O)C2CCCCC2)cn1)c1ccco1
9. Cc1ccc(Cn2ccc(NC(=O)c3noc4c3CCCC4)n2)cc1
10. NC(=O)c1nsc(C(=O)N(CCc2ccccc2)C(C(=O)NC2CCCC2)c2ccco2)c1N (stereo not given)
11. NS(=O)(=O)c1ccc(CCNC(=O)C2CCN(S(=O)(=O)c3c(Cl)cccc3Cl)CC2)cc1
12. COc1cc(NC(=O)COC(=O)/C=C/c2ccc(OC)c(OC)c2)cc(OC)c1
13. CC(C)C(=O)NC(c1ccccc1Cl)c1c(O)ccc2ccccc12 (stereo not given)
14. COc1ccc(-c2cc(=O)c3cc(F)ccc3[nH]2)cc1
15. COc1ccc(NS(=O)(=O)c2cccc(C(=O)NNC(=O)c3ccc(Br)o3)c2)cc1
16. CCCCCCSc1cccc(-c2nc3ccc(Cl)cn3c2NCc2ccccc2)c1
17. Cc1cccc(NS(=O)(=O)c2cccc(C(=O)N3CCCCCC3)c2)c1
18. CCc1nnc(SCc2ccc(C(=O)OC)o2)n1N
19. Cc1nc2ccc(NC(=O)c3cccc(C(F)(F)F)c3)cc2o1
20. CC(C)(C)c1ccc(C(=O)Nc2c3c(nn2C(C)(C)C)CS(=O)(=O)C3)cc1
Screen / compound no. | 7 | 8 | 9 | 10 | 11 | 12 | 13 | 14 | 15 | 16 | 17 | 18 | 19 | 20
SKKanGAS inh | -1 | -2 | 1 | -5 | -5 | 11 | 0 | -2 | 2 | 12 | -3 | -5 | 0 | 21
KCNQ1 pot | i | i | i | i | i | i | i | i | i | i | i | i | i | i
hERG protect | -3 | -2 | -10 | 2 | -10 | -15 | -5 | -4 | -21 | -6 | -17 | -3 | -16 | -9
ANO1 block | i | i | i | i | i | i | i | i | i | i | i | i | i | i
KCNK3 block | / | i | i | i | i | i | i | i | i | i | i | i | i | i
HDAC3 inh | 19 | 3 | 4 | 1 | -6 | 3 | 4 | -2 | -2 | 3 | -1 | 0 | 10 | -4
TMEM16A act | / | / | i | i | i | i | i | i | i | i | i | i | i | i
KCNQ1 inh | i | i | i | i | i | i | i | i | i | i | i | i | i | i
RGS4 block | i | i | i | i | i | i | i | i | i | i | i | i | i | i
RGS4 act | i | i | i | i | i | i | i | i | i | i | i | i | i | i
KCNK9 block | i | i | i | i | i | i | i | i | i | i | i | i | i | i

21. COc1cc2nc(CN3CCN(C(C)=O)CC3)[nH]c(=O)c2cc1OC
22. COc1ccc(NCN2C(=O)CCC2=O)cc1
23. Cc1ccc(S(=O)(=O)N2CCN(C(=O)Cn3nc(C(=O)O)c4ccccc4c3=O)CC2)cc1
24. Cc1ccc2c(c1)N(CCC(=O)NCc1ccccn1)C(=O)CO2
25. N#Cc1c2c(c(NCCCN3CCOCC3)n3c1nc1ccccc13)CCC2
26. CC(C)C(C)NC(=O)CN1C(=O)NC2(CCc3ccccc32)C1=O (stereo not given)
27. CC(=O)Nc1nc2c(ncn2COCCOC(C)=O)c(=O)[nH]1
28. CCN(CC(=O)Nc1ccccc1C(F)(F)F)C(=O)c1ccc(N2C(=O)CCC2=O)cc1
29. O=C1NC(=S)N/C1=C\C=C\c1ccccc1
30. C=CCOc1c(Br)cc(CNn2c(C)n[nH]c2=S)cc1OC
Screen / compound no. | 21 | 22 | 23 | 24 | 25 | 26 | 27 | 28 | 29 | 30
SKKanGAS inh | 3 | -5 | 0 | -2 | -4 | -3 | 2 | 0 | 1 | -1
KCNQ1 pot | i | i | i | i | i | i | i | i | i | i
hERG protect | -5 | -4 | -11 | -12 | -18 | -8 | -6 | -9 | -5 | -11
ANO1 block | i | i | i | i | i | i | / | i | i | i
KCNK3 block | i | i | / | i | i | i | / | i | i | i
HDAC3 inh | -1 | -3 | 7 | -7 | -3 | 2 | / | -4 | 14 | 2
TMEM16A act | i | i | / | i | / | i | / | i | i | i
KCNQ1 inh | i | i | i | i | i | i | i | i | i | i
RGS4 block | i | i | i | i | i | i | i | i | i | i
RGS4 act | i | i | i | i | i | i | i | i | i | i
KCNK9 block | i | i | i | i | i | i | i | i | i | i

31. OCC[C@@H]1C[C@H](O)[C@@H](O)[C@]2(Cc3ccccc3CCO2)O1
32. O=C(CSC1=NCCS1)Nc1ccc(F)cc1
33. Cc1ccccc1OCC(=O)OCC(=O)c1ccc(OC(=O)c2ccccc2)cc1
34. COc1ccc(/C=C/C(=O)NCC2COc3ccccc3O2)c(OC)c1 (stereo not given)
35. Cc1cc(C)cc(N(CC(=O)NC2CCCCCC2)S(=O)(=O)c2c(C)[nH]c(=O)[nH]c2=O)c1
36. COCCN(C(=O)CSc1ncn[nH]1)c1c(N)n(Cc2ccccc2)c(=O)[nH]c1=O
37. Cc1csc2c(=O)sc(NC(=O)c3ccco3)nc12
38. CCc1nc(NCCO)c(C#N)c2c1CSC(C)(C)C2
39. COc1ccccc1NC(=O)Nc1nnc(Cc2ccccc2F)s1
40. CCO[C@H]1OC(C(=O)N2CCN(C)CC2)=C[C@@H](C2CC2)[C@@H]1CCCO
Screen / compound no. | 31 | 32 | 33 | 34 | 35 | 36 | 37 | 38 | 39 | 40
SKKanGAS inh | 9 | -1 | 5 | 3 | -2 | 1 | 1 | 4 | -6 | 0
KCNQ1 pot | i | i | i | i | i | i | i | i | i | i
hERG protect | -11 | -10 | -10 | -17 | -8 | -17 | -6 | -27 | -8 | -5
ANO1 block | i | i | i | i | i | i | i | i | i | i
KCNK3 block | i | i | i | i | i | i | i | i | i | i
HDAC3 inh | -6 | 7 | 9 | 4 | 1 | -11 | 3 | -2 | ? | -5
TMEM16A act | i | i | i | i | i | i | i | i | i | i
KCNQ1 inh | i | i | i | i | i | i | i | i | i | i
RGS4 block | i | i | i | i | i | i | i | i | i | i
RGS4 act | i | i | i | i | i | i | i | i | i | i
KCNK9 block | i | i | i | i | i | i | i | i | i | i

41. CC1(C)CC(=O)C=C(NCc2ccco2)C1
42. CCCc1cc(=O)[nH]c2nnc(SCC(=O)Nc3ccc(C(C)=O)cc3)n12
43. CC(Oc1ccccc1)C(=O)N=C1SC2CS(=O)(=O)CC2N1c1cccc(F)c1 (stereo not given)
44. COCCn1nnnc1C(c1ccccn1)N1CCN(c2cc(Cl)ccc2C)CC1 (stereo not given)
45. COc1ccc(CC(=O)Nc2nnc(C(C)C)s2)cc1
46. COc1ccc(C2=NN(CN3C(=O)C(=O)c4ccccc43)C(c3ccc(Br)cc3)C2)cc1 (stereo not given)
47. COc1ccc([N+](=O)[O-])cc1NC(=O)CCNC(=O)Cn1ccc2ccccc2c1=O
48. COc1ccccc1S(=O)(=O)N1CCN(S(=O)(=O)c2ccccc2C#N)CC1
49. Cc1ccc(S(=O)(=O)NC2(C(F)(F)F)C(=O)Nc3c2c(=O)n(C)c(=O)n3C)cc1 (stereo not given)
50. CC1(CC(=O)N/N=C/c2ccc(-c3cccc(C(F)(F)F)c3)o2)OCCO1
51. COc1ccc(/C=C(/NC(=O)c2ccccc2)C(=O)N2CCCCC2)cc1
52. Cc1cc(=O)[nH]c(SCC(=O)N2C(C)CCCC2C)n1 (stereo not given)
Screen / compound no. | 41 | 42 | 43 | 44 | 45 | 46 | 47 | 48 | 49 | 50 | 51 | 52
SKKanGAS inh | -4 | 2 | -6 | -1 | -1 | 5 | -1 | -3 | -7 | -3 | -2 | -2
KCNQ1 pot | i | i | i | i | i | i | i | i | i | i | i | i
hERG protect | -2 | -1 | -14 | -8 | -4 | -3 | -7 | -7 | 0 | -15 | -7 | -2
ANO1 block | i | i | i | i | / | i | i | i | i | i | i | i
KCNK3 block | i | i | i | i | i | i | i | i | i | i | i | i
HDAC3 inh | 4 | -7 | 1 | 2 | / | 1 | -3 | 5 | 0 | 4 | 2 | 2
TMEM16A act | i | i | i | i | i | i | i | i | i | i | i | i
KCNQ1 inh | i | i | i | i | i | i | i | i | i | i | i | i
RGS4 block | i | i | i | i | i | 11* | i | i | i | i | i | i
RGS4 act | i | i | i | i | i | i | i | i | i | i | i | i
KCNK9 block | i | i | i | i | i | i | i | i | i | i | i | i

Compound activity: PubChem, several laboratories
